# Screening results from PubChem BioAssay.
# FBW7 activator – human FBW7 E3 ligase activation, primary screen; normalized activity (activation), % at 26.1 µM; hit rate 0.13% among 650,000; AlphaScreen FBW7–phospho-cyclin E peptide binding, activator screen; Q969H0; in the data active means normalized activity above about 1.9%;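 further: purified mutant Fbw7 with reduced substrate affinity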
# TEAD-YAP block – TEAD-YAP interaction inhibition | HEK-TIYL cells, TEAD-Gal4/YAP UAS-luciferase luminescence | inhibition, % at 9.12 µM | hit rate 1.4% among 640,000 | AID 1259422; in the data active means inhibition above about 32%;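 further: 0% = median of test compound wells and 100% = reference inhibitor wells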
# GPR151 ag – activators of human GPR151; Q8TDV0; PathHunter beta-arrestin GPR151 cells, luminescence; activation, % at 11.2 µM; hit rate 1% among 650,000; in the data active means activation above about 4.9%;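 further: 0% = median of compound wells and 100% = cells with positive control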
# Target sequence (Q8TDV0 whole entry, looked up): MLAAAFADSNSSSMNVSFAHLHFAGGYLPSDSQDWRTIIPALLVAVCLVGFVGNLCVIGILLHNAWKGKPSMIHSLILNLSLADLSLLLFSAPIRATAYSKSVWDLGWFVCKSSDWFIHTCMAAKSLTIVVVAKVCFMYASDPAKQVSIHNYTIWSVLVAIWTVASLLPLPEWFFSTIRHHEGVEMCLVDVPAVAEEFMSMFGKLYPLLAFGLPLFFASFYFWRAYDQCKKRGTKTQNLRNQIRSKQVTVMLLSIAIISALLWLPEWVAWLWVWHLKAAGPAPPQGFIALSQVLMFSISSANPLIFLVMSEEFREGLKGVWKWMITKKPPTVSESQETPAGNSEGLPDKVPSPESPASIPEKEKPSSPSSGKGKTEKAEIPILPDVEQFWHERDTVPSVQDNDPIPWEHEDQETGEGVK
# MITF inh – blocks human microphthalmia-associated transcription factor; AlphaScreen MITF homodimerization, bead proximity signal; inhibition, % at 2.6 µM; hit rate 0.91% among 650,000; in the data active means inhibition above about 50%;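 further: 0% = vehicle wells with protein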
# Target sequence (O75030 whole entry, looked up): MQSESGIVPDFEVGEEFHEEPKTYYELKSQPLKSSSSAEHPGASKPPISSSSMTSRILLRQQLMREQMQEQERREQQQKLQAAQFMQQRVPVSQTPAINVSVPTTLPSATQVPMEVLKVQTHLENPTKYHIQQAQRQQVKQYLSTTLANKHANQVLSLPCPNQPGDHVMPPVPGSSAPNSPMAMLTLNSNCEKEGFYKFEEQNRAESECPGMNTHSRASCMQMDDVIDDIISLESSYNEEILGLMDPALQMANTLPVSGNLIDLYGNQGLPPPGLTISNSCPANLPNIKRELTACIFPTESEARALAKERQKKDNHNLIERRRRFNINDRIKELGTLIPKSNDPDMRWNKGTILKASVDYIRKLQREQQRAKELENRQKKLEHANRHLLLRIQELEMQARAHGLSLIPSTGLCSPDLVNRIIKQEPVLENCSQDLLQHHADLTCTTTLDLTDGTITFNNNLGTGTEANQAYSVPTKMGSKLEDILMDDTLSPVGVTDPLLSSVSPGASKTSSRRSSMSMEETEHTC
# Starred values were filed as active, the others as inactive; & = joins results of further samples.
SMILES,FBW7 activator,TEAD-YAP block,GPR151 ag,MITF inh
COC(=O)c1ccc(CSc2nnc(-c3ccc(OC)cc3)o2)o1,0.9,-15,1.3,24
CCOc1c(Cl)cc(C2C3=C(CCCC3=O)N(CC(=O)O)C3=C2C(=O)CCC3)cc1OC,0.1,-3,-0.2,10
Cc1ccc(C(=O)NCCc2ccc(F)cc2)cc1[N+](=O)[O-],0.1,-37,4.1,8
COc1ccc2c(c1)OC1(C)CC2C(S(=O)(=O)c2ccc(C(C)(C)C)cc2)C(=O)N1C (stereo not given),0.0,-1,0.8,16
COC(=O)CN(c1ccc(C)cc1)S(=O)(=O)c1c(C)n[nH]c1C,0.0,7,0.1,-1
COC(=O)c1cc(S(=O)(=O)NC2CCCCNC2=O)oc1C (stereo not given),1.0,-6,-0.2,15
NC(=O)c1cc([N+](=O)[O-])ccc1NCCc1ccccc1,0.2,-5,-0.1,11
S=c1oc(-c2ccccc2Cl)nn1CN1CCOCC1,-0.2,-8,-0.1,4
CC1(C(=O)O)Cc2ccccc2C(=O)O1 (stereo not given),-0.1,-13,2.5,-2
O=c1[nH]c(-c2ccccc2Cl)nc2sc3c(c12)CCCC3,0.1,-63,-2.7,9
CC(N=CC1=C(O)CNC1=O)c1ccccc1 (stereo not given),0.0&-0.1,1&1,0.9&0.9,-3&-21
CN(C)c1ccc(P(=O)(CO)c2ccc(N(C)C)cc2)cc1,0.2,1,2.0,19
CCOc1ccc(/C=N/NC(=O)Cc2cc(=O)[nH][nH]2)cc1,0.1,8,-1.2,12
CCCOC(=O)C1=C(C)NC2=C(C(=O)CC(c3ccccc3)C2)C1c1ccccn1 (stereo not given),-0.1,-2,0.5,10
CC1CN(C(=O)N2c3ccccc3Sc3ccccc32)CC(C)O1 (stereo not given),-0.2,0,0.0,4
Cc1ccc(C)c(OCCCCNC(C)(C)C)c1,0.1,10,0.4,-11
CCOc1cc(/C=C2/C(=N)N3C(c4ccccc4)=CSC3=NC2=O)ccc1OCCOc1cc(C)ccc1C,0.5,13,1.6,8
Cc1ccccc1-c1nc(C#N)c(NCc2ccccc2)o1,-0.2,-1,-0.3,-11
O=C(CCC1CCCC1)Nc1cccc(Cl)c1,-0.1,-39,-0.9,-19
CC1CN(CC(=O)NCc2nc(-c3ccccc3)cs2)Cc2cc(Cl)ccc2O1 (stereo not given),-0.1,1,2.1,16
COc1ccc(S(=O)(=O)NCC(c2ccc3c(c2)OCO3)N2CCOCC2)cc1 (stereo not given),0.1,2,0.1,14
CN(C(=O)Cn1cc(C(F)(F)F)ccc1=O)c1c(N)n(Cc2ccccc2)c(=O)[nH]c1=O,-0.2,-5,4.7,8
CCOC(=O)C1C(=O)C=C(c2cccc(OC)c2)CC1c1ccccc1C (stereo not given),0.2,9,0.8,-4
Cc1ccccc1C(=O)Nc1ccccc1N1CCCC1,-0.1,0,0.1,13
Cn1nccc1Nc1nc(NCc2cccc(C(F)(F)F)c2)c2ncn(-c3ccsc3)c2n1,0.1,-16,-1.2,25
Cc1ccc(S(=O)(=O)N2CCN(S(=O)(=O)N3CCCCCC3)CC2)cc1,0.0,-2,1.5,3
O=C1CCCC(O)=C1C(c1ccc(Cl)cc1)C1C(=O)CCCC1=O (stereo not given),-0.1,8,0.6,4
CCOc1ccccc1-n1nnnc1SCC(=O)N(C(C)C)C(C)C,0.3,-5,-1.1,5
Oc1ccccc1C1CC(c2cccc(Br)c2)=NC(c2ccc(Br)cc2)N1 (stereo not given),-0.1,-30,0.5,-8
CCOC(=O)c1ccc(N=Cc2cc(OC)c(OC)c(OC)c2)cc1,0.1,-3,-1.2,10
Nc1cc(N)nc(SCC(=O)NCCC(c2ccccc2)c2ccccc2)n1,0.0,5,0.2,-13
CCOc1ccc2c(c1)S/C(=C\C(=O)c1ccc(C)cc1)C(=O)N2,-0.1,-1,0.1,-4
CCOC(=O)C1CCCN(C(=S)Nc2ccc(OC)cc2OC)C1 (stereo not given),-0.1,14,0.3,0
COc1ccc(C)cc1-n1nnnc1SCCOc1ccccc1C(C)=O,0.1,-3,2.0,-3
COc1ccc(CN2CCC(C(=O)NC(C)C)CC2)c(OC)c1OC,-0.1,-10,0.5,71*
CS(=O)(=O)c1nc2ccccc2n1CC(=O)N1CCOCC1,0.0,-4,-0.2,3
O=C(NC(=S)Nc1cccc(NC(=O)c2ccco2)c1)c1cccc(F)c1,0.0,-6,-0.7,10
O=c1/c(=C/c2cc(Cl)ccc2OCc2c(F)cccc2Cl)sc2nc3ccccc3n12,-0.1,1,1.1,4
O=C(NCCCN1CCCC1=O)c1cnc(-c2cccs2)s1,0.2,-15,4.8,12
O=C(Nc1ccnn1C1CCN(Cc2nccs2)CC1)c1ccc2c(c1)OCO2,-0.1,1,0.7,-8
CCOC(=O)c1cccc(NC(=O)c2cc3cc4cc(OC)ccc4nc3o2)c1,0.0,-7,1.4,-4
CCn1c(SCC(=O)Nc2nc(C)c(C)s2)nnc1-c1ccccc1,1.0,4,-0.4,5
CCN1C(=O)/C(=C\c2cccc(O)c2)C(C(=O)OC)=C1C,-0.1,5,-0.2,0
COc1ccc(C(=O)N/N=C/C(Br)=C/c2ccccc2)cc1,0.1,-7,-0.1,0
Cc1nc2c(C(=O)NCc3ccc(Cl)cc3)cnn2c(C)c1Cc1ccccc1Cl,0.0,4,1.9,3
CC(=O)N1CCc2cc(Br)cc(S(=O)(=O)Nc3cc(C)cc(C)c3)c21,0.1,5,-0.5,-10
CC(C)c1ccc(OCC(=O)N/N=C/c2ccccc2O)cc1,0.4,3,-0.5,-11
O=C(NC1CCCC1)c1ccc(N2CCCC2=O)cc1,0.0,-12,-0.6,0
Cc1ccc2c(c1)C(O)(CC(=O)c1ccc([N+](=O)[O-])cc1)C(=O)N2 (stereo not given),0.1,0,-0.2,1
CCOC(=O)C1=C(C)NC2=C(C(=O)CC(C)(C)C2)C1c1ccccc1OC(C)C (stereo not given),0.1,0,0.0,3
Cc1cc(Nc2ccc(C(=O)N3CCN(c4ccccc4)CC3)cc2)n2ncnc2n1,-0.1,9,-0.2,17
O=C(CSc1nc(-c2ccccc2)cc(=O)[nH]1)N1CCC(Cc2ccccc2)CC1,0.8,7,-0.4,17
c1ccc2c(c1)ncn2Cc1nnc2sc(-c3ccc4c(c3)OCCO4)nn12,-0.1,-3,-1.2,0
CCN(CC)C(=O)Cn1ncc2c3sc(C)cc3n(CC)c2c1=O,0.0,1,-0.7,11
COc1ccc(C)cc1NC(=O)COC(=O)c1cccc2c1C(=O)c1ccccc1C2=O,0.3,-6,-2.0,12
COc1ccc(-n2cc(-c3ccc(C)cc3)nc2SCC(=O)Nc2ccc(F)cc2)cc1,-0.2,2,1.2,10
C/C(=N/NC(=O)c1ccc(O)cc1O)c1ccco1,-0.2,-37,-0.8,3
CCCCCCCn1c(SCC(O)CCl)nc2c1c(=O)[nH]c(=O)n2C (stereo not given),0.0,3,0.0,-2
Nc1nc(SCC(=O)NCc2ccc(F)cc2)[nH]c(=O)c1NC(=O)c1ccco1,-0.1,-4,-0.5,-1
O=C(NSc1ccc([N+](=O)[O-])cc1)C(Cl)Cl,0.1,8,1.1,17

# Next part:
SMILES,FBW7 activator,TEAD-YAP block,GPR151 ag,MITF inh
COc1ccc(C2CC(c3cccs3)=NN2C(=O)CSc2nnc(CNC(=O)c3ccccc3OC)n2-c2cccc(C)c2)cc1 (stereo not given),-0.2,-2,0.2,-3
CSc1ccc(C(=O)N2CCC(n3nccc3NC(=O)C3CC3)CC2)cc1,0.0,-1,0.3,2
Cc1cccc(C)c1NC(=O)CS(=O)CC(=O)NC1CCN(Cc2ccccc2)CC1 (stereo not given),0.0,14,0.1,19
Cc1cc(Nc2cccc(Cl)c2C)n2ncnc2n1,0.4,-12,-0.8,12
O=C(Nc1cc([N+](=O)[O-])ccc1Cl)c1cc(Cl)ccc1Cl,-0.1,-6,-0.5,-2
O=C(Nc1cccc(NC(=O)C(Cl)(Cl)Cl)n1)C(Cl)(Cl)Cl,-0.1,6,-0.5,1
Cc1ccc(NS(=O)(=O)c2ccc3c(c2)OCCN3C)cc1C,-0.1,20,0.9,4
O=C(OCc1ccco1)c1cccc(C(=O)OCc2ccco2)n1,-0.1,-3,0.2,16
COc1ccc(-n2nnnc2C2CCN(S(=O)(=O)c3cccc(Cl)c3)CC2)cc1,-0.1,-1,4.2,5
COc1cc(N2CCCCC2)ccc1[N+](=O)[O-],-0.1,5,0.3,0
CCOc1ccccc1CN1CCC(N2CCC(C)CC2)CC1,0.1,0,-0.9,70*
C=CCn1c(Sc2ncccc2[N+](=O)[O-])nnc1-c1ccc2c(c1)OCO2,-0.1,12,-1.3,-1
COc1ccc(-c2ccc(SCC(=O)NCc3ccco3)nn2)cc1,0.2,-32,-1.0,24
CCOC(=O)C1(CC2CCCCO2)CCN(S(=O)(=O)c2ccc(F)cc2Cl)CC1 (stereo not given),0.0,-6,1.0,5
O=C(Nc1nc(-c2ccc(Oc3ccccc3)cc2)cs1)c1ccc(Br)s1,0.4,-5,1.1,-4

# Some of the entries so far, with two lines to a compound.
# Results follow in this order: FBW7 activator | TEAD-YAP block | GPR151 ag | MITF inh
- O=C(OCc1ccco1)c1cccc(C(=O)OCc2ccco2)n1
 : -0.1 | -3 | 0.2 | 16
- O=C(Nc1cc([N+](=O)[O-])ccc1Cl)c1cc(Cl)ccc1Cl
 : -0.1 | -6 | -0.5 | -2
- COc1cc(N2CCCCC2)ccc1[N+](=O)[O-]
 : -0.1 | 5 | 0.3 | 0
- CSc1ccc(C(=O)N2CCC(n3nccc3NC(=O)C3CC3)CC2)cc1
 : 0.0 | -1 | 0.3 | 2
- Cc1cc(Nc2cccc(Cl)c2C)n2ncnc2n1
 : 0.4 | -12 | -0.8 | 12
- COc1ccc(C2CC(c3cccs3)=NN2C(=O)CSc2nnc(CNC(=O)c3ccccc3OC)n2-c2cccc(C)c2)cc1 (stereo not given)
 : -0.2 | -2 | 0.2 | -3
- Cc1cccc(C)c1NC(=O)CS(=O)CC(=O)NC1CCN(Cc2ccccc2)CC1 (stereo not given)
 : 0.0 | 14 | 0.1 | 19

# The results go on:
SMILES,FBW7 activator,TEAD-YAP block,GPR151 ag,MITF inh
COc1ccc(CNc2nc(SCc3ccc(Cl)cc3)nc3ccccc23)cc1,-0.1,0,0.3,6
CCc1cc2c(SCC(=O)Nc3ccccc3[N+](=O)[O-])ncnc2s1,0.1,2,1.2,2
c1ccc(-c2cc(-c3ccccc3)[n+](CCc3c[nH]c4ccccc34)c(-c3ccccc3)c2)cc1,-0.1,70*,2.3,10
O=C(/C=C/c1ccccc1[N+](=O)[O-])NCCN1CCOCC1,0.4,12,-2.4,14
Cc1ccc(N=c2c([N+](=O)[O-])nn(-c3cccc(C)c3)n2O)cc1,-0.8,3,0.6,22
CCOC(=O)CSC1=C(C#N)C(c2ccc(C)o2)C(C(=O)Nc2ccccc2C)=C(C)N1 (stereo not given),0.0,6,1.1,-12
O=C(Cc1ccsc1)NCCN1Cc2ccccc2OC(c2ccccc2)C1 (stereo not given),-0.1,-8,1.2,-2
C=CCOc1ccc(/C(O)=C2/C(=O)C(=O)N(Cc3cccnc3)C2c2ccc(N(C)C)cc2)cc1C (stereo not given),0.0,11,0.5,19
CN(CCO)C(=O)c1ccc2c(c1NCCO)C(=O)c1ccccc1C2=O,-0.3,0,-0.6,23
CCOc1cc(/C=C2\SC(=O)N(CC(=O)Nc3ccc(C)cc3)C2=O)ccc1O,0.1,10,-1.4,1
O=C(c1ccc(F)cc1)C1CCN(C(=O)N2CCOCC2)CC1,-0.2,5,0.5,-6
CC(C)CN(CC(C)C)C(=O)COC(=O)C1=NNC(=O)CC1,0.2,1,-1.8,-4
COc1ccccc1N1C(=O)/C(=C/c2ccc(-c3cc(Cl)ccc3Cl)o2)C=C1c1ccccc1,0.1,2,-0.8,1
Cc1c(C(=O)N2CCOCC2)oc2c1-c1nn(CC(=O)NC3CCCCC3C)cc1CC2 (stereo not given),0.4,7,-1.1,6
CC(C)CCN1C(=O)C(C)(C)COc2ccc(NC(=O)NC(C)(C)C)cc21,0.0,1,-0.4,10

# Two compounds drawn at random from those above, as already listed:
SMILES,FBW7 activator,TEAD-YAP block,GPR151 ag,MITF inh
O=C(c1ccc(F)cc1)C1CCN(C(=O)N2CCOCC2)CC1,-0.2,5,0.5,-6
COc1ccccc1N1C(=O)/C(=C/c2ccc(-c3cc(Cl)ccc3Cl)o2)C=C1c1ccccc1,0.1,2,-0.8,1

# Next section
SMILES,FBW7 activator,TEAD-YAP block,GPR151 ag,MITF inh
Cc1nnc(NC(=O)c2ccc3c(c2)C(=O)N(CC2CCCO2)C3=O)s1 (stereo not given),0.1,1,6.9*,17
Cc1cccc(/C=N/NC(=O)CNc2ccc3ccccc3c2)c1O,0.0,16,0.1,-5
CC(C)(C)C1CCC(OCC(O)CN2CCC(CN3C(=O)c4cccc5cccc(c45)C3=O)CC2)CC1 (stereo not given),-0.4,11,2.1,-6
CCOc1ccc(OCC)c(N2C(=O)Nc3ccccc3N2O)c1,-0.1,5,0.5,11
COc1ccc(Nc2nc(Nc3ccc(OC)cc3)c([N+](=O)[O-])cc2[N+](=O)[O-])cc1,0.4,6,-2.4,0
COc1ccc(Cn2ccn(CC(=O)Nc3cc(C)ccc3C)c(=O)c2=O)cc1,0.0,-7,-0.2,2
CC1CC(C)CN(C(=O)c2cc([N+](=O)[O-])ccc2Cl)C1 (stereo not given),-0.3,-1,-0.9,-9
CN1C(=O)C2(NN=C(c3cccc4ccccc34)S2)c2ccccc21 (stereo not given),-0.1,15,-1.2,37
COc1ccc(C2C=C(c3ccc(Cl)cc3)Nc3nnnn32)c(OC)c1OC (stereo not given),-0.1,-6,-0.1,10
Cc1ccsc1/C=C1/SC(=S)NC1=O,0.0,-12,0.2,6
